LRH-1 inv ag = LRH-1 (NR5A2) inverse agonists, primary screen, cell-based, luminescence, HEK293T, StAR-luciferase reporter; Nuclear receptor subfamily 5 group A member 2 (Homo sapiens), O00482; inhibition, % at 3.6 µM; 0.13% of 360,000 active; LRH-1 transfected, 24 h;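 active = inhibition above the mean inhibition of all tested compounds plus 3 SD, cut at about 73% in these data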;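 note: 0% = DMSO wells and 100% = reporter-only cells lacking LRH-1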
SRC2 inh = inhibition of GAL4-SRC2 driven luciferase reporter, primary screen, SRC2 inhibitor project, cell-based, luminescence. HEK293 GAL4-SRC2 luciferase reporter. Nuclear receptor coactivator 2 (Homo sapiens), Q15596. AID 651957, 2012. inhibition, % at 9 µM. 0.17% of 370,000 active;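 active = inhibition above the mean inhibition of all tested compounds plus 3 SD, set per campaign, cut at about 52% in these data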;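 note: 0% = DMSO treated cells and 100% = cells given Gossypol at 36 µM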
MC4R antag cAMP = MC4R antagonists of cAMP signaling, primary screen, cell-based, TR-FRET, antagonist arm of biased-ligand search. inhibition, % at 6.5 µM. Melanocortin receptor 4 (Homo sapiens), P32245. 0.48% of 360,000 active. MC4R-expressing cells, MTII-stimulated cAMP, LANCE TR-FRET. AID 540295, 2011;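 active = inhibition above its plate's cutoff, the mean of tested wells on that plate plus 3 SD, cut at about 29% in these data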;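 note: 0% = Melanotan II alone and 100% = Melanotan II plus saturating MCL0020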
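Material: U2OS-MC4R stable cell line | Reagent: Melanotan II challenge after compound preincubation | Doses: One concentration, 6.5 µM nominal | Incubation: 30-min compound preincubation, 1-h Melanotan II challenge, 1-h detection, room temperature | Signal: TR-FRET cAMP assay | Replicates: One well per compound, no replicates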
ABHD5 PLIN5 PPI = ABHD5-PLIN5 interaction inhibitors, primary screen, cell lysate, split luciferase complementation, luminescence; Split G. princeps luciferase complementation, 4 h; 0.78% of 360,000 active; inhibition, % at 4 µM; AID 602281, 2012;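 active = inhibition above the mean inhibition across every tested compound plus 3 SD, cut at about 22% in these data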;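 note: 0% = DMSO only wells and the 100% control is not disclosed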
TLR9-MyD88 inh = inhibitors of TLR9-MyD88 association in cells, primary screen, cell-based, CHO, BLA complementation, fluorescence; inhibition, % at 4.98 µM; Toll-like receptor 9 (Homo sapiens) + Myeloid differentiation primary response protein …; CCF4 FRET ratio; 0.21% of 340,000 active;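 active = inhibition above the mean over all tested compounds plus 3 SD, cut at about 21% in these data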;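 note: 0% = DMSO only wells and 100% = clavulanate BLA inhibitor control wells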
Target sequence (Q99836 whole entry, looked up): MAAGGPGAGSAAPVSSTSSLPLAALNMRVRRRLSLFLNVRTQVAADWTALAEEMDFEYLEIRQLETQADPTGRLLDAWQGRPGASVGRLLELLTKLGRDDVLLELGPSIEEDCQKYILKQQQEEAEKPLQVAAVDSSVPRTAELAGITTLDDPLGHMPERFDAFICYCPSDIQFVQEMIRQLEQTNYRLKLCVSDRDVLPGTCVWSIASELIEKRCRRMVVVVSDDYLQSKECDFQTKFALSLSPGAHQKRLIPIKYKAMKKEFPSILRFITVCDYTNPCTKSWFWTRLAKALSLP
Target sequence (Q9NR96 whole entry, looked up): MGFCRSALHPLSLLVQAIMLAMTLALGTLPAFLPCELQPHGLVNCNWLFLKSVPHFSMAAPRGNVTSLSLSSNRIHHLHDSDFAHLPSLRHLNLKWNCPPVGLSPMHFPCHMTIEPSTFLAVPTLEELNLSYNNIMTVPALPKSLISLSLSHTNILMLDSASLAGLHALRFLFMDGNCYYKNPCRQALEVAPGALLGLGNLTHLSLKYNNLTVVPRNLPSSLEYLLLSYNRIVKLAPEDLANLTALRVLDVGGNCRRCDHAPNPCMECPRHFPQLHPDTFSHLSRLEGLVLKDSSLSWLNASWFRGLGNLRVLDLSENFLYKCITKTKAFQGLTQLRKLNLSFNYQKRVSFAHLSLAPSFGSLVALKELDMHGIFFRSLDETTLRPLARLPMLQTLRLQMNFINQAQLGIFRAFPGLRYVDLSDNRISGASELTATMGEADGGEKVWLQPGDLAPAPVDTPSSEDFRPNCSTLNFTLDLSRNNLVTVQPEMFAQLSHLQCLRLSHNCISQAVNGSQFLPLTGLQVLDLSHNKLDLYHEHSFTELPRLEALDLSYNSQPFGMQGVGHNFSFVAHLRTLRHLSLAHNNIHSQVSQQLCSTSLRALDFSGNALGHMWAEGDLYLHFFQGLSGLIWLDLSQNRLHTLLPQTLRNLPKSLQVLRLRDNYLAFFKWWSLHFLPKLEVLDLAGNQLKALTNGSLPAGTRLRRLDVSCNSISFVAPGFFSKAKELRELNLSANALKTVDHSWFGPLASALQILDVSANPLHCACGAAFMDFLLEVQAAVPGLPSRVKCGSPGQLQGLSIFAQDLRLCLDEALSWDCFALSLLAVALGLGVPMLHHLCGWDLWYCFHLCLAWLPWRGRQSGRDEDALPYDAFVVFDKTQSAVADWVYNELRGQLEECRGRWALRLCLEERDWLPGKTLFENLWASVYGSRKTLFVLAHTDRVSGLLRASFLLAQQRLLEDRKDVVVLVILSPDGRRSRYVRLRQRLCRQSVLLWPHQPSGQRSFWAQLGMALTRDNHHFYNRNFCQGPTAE
EBV LMP1 NFkB = EBV LMP1-driven NF-kappaB luciferase reporter inhibitors, primary screen, cell-based, luminescence, single point | 0.69% of 350,000 active | LMP1-induced NF-kappaB luciferase reporter cells | inhibition, % at 12.5 µM; in the data active = inhibition above about 41%;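 note: 0% = neutral control wells and 100% = reference inhibitor control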
NCOA3 inh = SRC3 coactivator transcriptional activity inhibitors, primary screen, cell-based, luminescence. AID 588352, 2011. 0.17% of 360,000 active. HEK293 GAL4-SRC3 luciferase reporter. inhibition, % at 3.6 µM;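 active = inhibition above a per-campaign cutoff, the mean of all compounds plus 3 SD, cut at about 60% in these data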;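 note: 0% = DMSO-treated cells and 100% = gossypol-treated cells at 36 µM; higher means less SRC3-driven luciferase light from the GAL4 reporter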
MC4R ag barr = MC4R agonists recruiting beta-arrestin, primary screen, cell-based, luminescence, agonist arm of biased-ligand search; Melanocortin receptor 4 (Homo sapiens), P32245; U2OS MC4R beta-arrestin complementation; percent of melanotan II response, DMSO zero; activation, % at 8.9 µM; 0.98% of 360,000 active;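 active = activation above a per-plate cutoff, the mean activation of sample wells on that plate plus 3 SD, cut at about 8% in these data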
COUP-TFII inh = NR2F2 transcriptional activity inhibitors, primary screen, cell-based, luciferase reporter, HEK293T, luminescence | HEK293T NGFI-A luciferase reporter | inhibition, % at 8.6 µM | 0.7% of 370,000 active | AID 686940, 2013;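 active = inhibition above a per-plate cutoff, mean inhibition of test wells between control levels plus 3 SD, cut at about 38% in these data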;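 note: cells cotransfected with COUP-TFII expression vector driving the NGFI-A reporter; 0% = median of COUP-TF2 test wells and 100% = reporter-only cells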
NCOA1 inh = SRC1 coactivator transcriptional activity inhibitors, primary screen, cell-based, luminescence; Nuclear receptor coactivator 1 (Homo sapiens), Q15788; HEK293 GAL4-SRC1 luciferase reporter; inhibition, % at 3.6 µM; 0.12% of 360,000 active;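 active = inhibition above the campaign mean plus 3 SD, with each screening campaign given its own cutoff, cut at about 60% in these data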;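 note: 0% = DMSO treated cells and 100% = gossypol at 36 µM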
NOD2 RIPK2 PPI = NOD2-RIPK2 binding disruptors in cells, primary screen, fluorescence, CHO cells, BLA complementation; Receptor-interacting serine/threonine-protein kinase 2 (Homo sapiens), O43353; CCF4 ratio; inhibition, % at 4.98 µM; 0.38% of 360,000 active; AID 624267, 2012; in the data active = inhibition above about 21%;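 note: 0% = vehicle only and 100% = reference blocker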
The depositor's hits bear a star; nt = not tested or not shown. Only part of the results is shown, so the mix of outcomes need not match the whole.

SMILES	LRH-1 inv ag	SRC2 inh	MC4R antag cAMP	ABHD5 PLIN5 PPI	TLR9-MyD88 inh	EBV LMP1 NFkB	NCOA3 inh	MC4R ag barr	COUP-TFII inh	NCOA1 inh	NOD2 RIPK2 PPI
O=C(O)Cc1sc(-c2ccc(Cl)cc2)nc1-c1ccccc1	0	-11	4	0	6	-7	3	-2.6	-9	11	-3
CC(=O)Nc1ccc(OCCC[n+]2cccc(C(=O)[O-])c2)cc1	-4	7	16	2	-6	-1	-6	-1.5	23	-4	-1
CCc1nn(C(C)C(=O)Nc2cccc(C)c2C)c(=O)c2cc3occc3n12 (configuration not stated)	-23	-9	0	0	0	-5	22	-1.9	1	0	-1
O=C(NNC(=O)c1ccccc1O)c1cc2ccccc2o1	-50	-17	14	1	-5	-16	-93	-1.6	-15	-57	-7
Cc1ccc(CNC(=O)COc2ccc(S(=O)(=O)N3CCOCC3)cc2)cc1	-14	-4	-5	-9	-1	-2	3	-0.6	15	5	-1
O=C(CCc1nc2ccccc2c(=O)[nH]1)NCCN1C(=O)S/C(=C\c2ccc(OC(F)F)cc2)C1=O	4	3	7	-6	-2	-5	-1	-1.8	-26	-3	-7
CCSc1nnc(NC(=O)CN(C)S(=O)(=O)c2ccc(F)cc2)s1	20	-8	-7	-6	1	-20	10	1.2	-8	-1	-1
O=c1ccnc(SCCc2ccccc2)[nH]1	5	21	1	0	6	1	4	-1.7	3	-9	5
Cc1ccc(C)c(S(=O)(=O)N2CCN(C(=O)CCC(=O)NCc3ccc(Cl)cc3Cl)CC2)c1	23	-3	-2	-4	-2	1	6	-0.1	4	-7	-1
Cc1ccccc1NC(=O)c1cc(S(=O)(=O)N2CCCCC2)cs1	12	3	2	0	-3	-2	0	-0.6	-1	-22	-21
CCn1c(SCC(=O)Nc2ccc(C)cc2)nnc1-c1cnccn1	-10	2	4	0	-11	3	4	-1.2	-17	-6	-11
Cc1ccc(S(=O)(=O)NC2CC2)s1	-2	-4	-3	1	-16	10	6	-1.8	1	-4	-20
CC(C)C(C(=O)C=[N+]=[N-])N1C(=O)c2ccccc2C1=O (configuration not stated)	4	4	2	-4	9	1	-1	-1.2	-2	-29	-2
N#CC1=C2SCN(c3ccc(F)cc3)CN2C(=O)CC1c1cccc(F)c1 (configuration not stated)	5	-1	1	-12	0	-12	-10	-0.7	1	8	-3
CCN(Cc1ccccc1)C(=O)Cn1c(=O)n(CC(=O)N2CCCCC2)c(=O)c2sccc21	10	-9	27	-2	4	-2	-31	-1.1	17	-18	2
CCOc1cc(S(=O)(=O)NCc2ccccc2)c(OCC)cc1-n1cnnn1	-15	5	9	-1	6	4	-3	0.2	-7	-5	-3
Cc1cc(O)c(/C=N/Nc2ccccc2)c(=O)o1	0	-45	0	10	-11	-17	-1	-1.4	2	-15	7
Cc1cc(C)c(C)c(S(=O)(=O)Nc2ccccc2C(=O)NCCCN2CCOCC2)c1C	10	5	3	2	6	0	16	-1.4	0	5	-1
c1ccc(CCNC2=NCCCS2)cc1	17	-4	11	3	-2	-9	7	-0.3	-3	-10	-7
CCOC(=O)c1ccc(OCCOc2cccc(C)c2)cc1	7	9	-3	3	-1	-3	-17	0.7	19	4	-4
NC(=O)[C@@H]1CCCN1C(=O)c1cc(COc2ccc3c(c2)CCCC3)on1	-27	-50	5	-2	-2	-13	-30	1.1	-36	-17	-4
CCc1c(-c2ccc(F)cc2)ncn1Cc1cccc(-c2ccccc2)c1	15	18	nt	1	nt	nt	nt	nt	-5	nt	12
COC(=O)C1=C(C)N(C2CCCC2)C(=O)C1(NC(C)=O)C(F)(F)F (configuration not stated)	-1	-8	4	-1	5	1	5	-1.5	4	6	9
CN(n1cnc2ccccc2c1=O)S(C)(=O)=O	-15	4	3	4	-14	2	15	4.6	-15	-2	-12
COc1ccc(CC(=O)N2CCN(c3ccccc3)CC2)cc1OC	9	5	14	5	-17	8	9	0.9	-7	2	-6
Cc1c(C(=O)NCc2cccc([N+](=O)[O-])c2)sc(=O)n1Cc1cccc(F)c1	8	-21	-1	2	nt	nt	17	-0.7	13	-18	-3
COc1ccccc1C(=O)Nc1ccc(-c2nnn(CC(=O)N3CCOCC3)n2)cc1	-3	-21	0	14	-2	0	1	1.8	11	11	-6
COc1ccc(C(Nc2ccccn2)c2oc(CO)cc(=O)c2O)cc1 (configuration not stated)	1	9	10	6	-10	68*	-5	-1.0	22	-17	4
Cn1c(=O)n(C)c2cc(S(=O)(=O)N3CCCCC3)ccc21	9	-32	3	0	1	-4	-4	-0.5	6	-5	-3
COc1ccccc1N(CC(=O)NC1CCCCC1)S(=O)(=O)c1cccs1	10	-7	0	-4	-7	-4	11	-1.4	13	-4	6
Cc1cccc(NC2=C(Cl)C(=O)OC2OC(=O)c2ccco2)c1 (configuration not stated)	18	-4	14	4	-5	-3	-13	-0.6	13	-20	2
Nc1nonc1-n1nnc(C(=O)N/N=C/c2c(Cl)cccc2Cl)c1CSC1=NCCS1	-14	9	14	1	-2	2	14	3.3	0	3	0
CC(=O)OC1OCCOC1NC(=S)NCc1ccco1 (configuration not stated)	6	-14	7	6	1	-4	9	-0.9	-3	5	-2
Cc1cc(C(=O)NCC(C)(C)N2CCOCC2)c(C)o1	6	-37	6	14	7	5	20	1.4	8	24	-1
COC(=O)c1ccc(-n2nnnc2SCC(=O)Nc2ccccc2C(=O)OC)cc1	-4	6	2	2	13	10	3	-0.9	0	-14	-7
N#Cc1c(N2CCN(C(=O)c3ccccc3Cl)CC2)nc(-c2ccccc2)c2c1CCCC2	-2	17	14	-1	7	-6	3	-1.1	14	2	4
CC1(NC(=O)COc2ccccc2-c2ccccc2)CCS(=O)(=O)C1 (configuration not stated)	7	-13	-1	3	2	-10	12	-2.9	-6	-1	8
CCCc1cc(C(=O)Nc2cc(C)on2)no1	14	14	8	7	8	-8	20	-1.6	-15	-8	-9
O=C(O)/C=C/c1cn(Cc2ccccc2Cl)nc1-c1ccccc1	5	3	22	9	-6	-10	-2	1.1	3	10	-7
CCc1ccc(C2CC(=O)N3CN(c4ccccc4)CSC3=C2C#N)cc1 (configuration not stated)	-9	5	10	-17	8	1	-18	0.5	-6	1	-3
Cc1noc(C)c1COC(=O)c1csc2c1CCC(C)C2 (configuration not stated)	0	18	-4	-3	-11	-2	-9	0.6	30	-9	-2
CCOC(=O)c1c(NC(=O)CSc2nnc(CNc3ccc(F)cc3)o2)sc(C(C)=O)c1C	17	-46	-1	-9	5	22	0	-0.6	5	-5	-7
CC(=O)NCCc1ccc(S(=O)(=O)N(C)C2CCS(=O)(=O)C2)cc1 (configuration not stated)	11	-33	11	-7	-2	-11	-25	-2.8	-5	-5	3
CCS(=O)(=O)NCc1csc(C)n1	10	-1	-5	-8	4	-2	0	-0.5	-2	-36	-2
CCOC(Cn1c(CCCO)nc2ccccc21)OCC	4	6	7	5	-5	2	-10	0.6	16	5	2
O=C(C[C@@H]1C/C=C\C[C@@H](NC(=O)OCC2c3ccccc3-c3ccccc32)C(=O)OC[C@@H](Cc2ccccc2)NC1=O)NCCO	-12	6	1	5	-3	9	1	-1.3	10	7	-1
Cc1ccnc(NS(=O)(=O)c2ccc(N=CC3=C(O)CC(C)(C)CC3=O)cc2)n1	13	-8	-7	8	-1	-5	6	-0.6	6	12	6
CC(C)=NNc1nc2c(c(=O)n(C)c(=O)n2C)n1CCc1ccccc1	-2	-14	-3	3	4	1	-9	-2.8	-17	18	0
O=C(O)CCCCCNC(=O)c1ccccc1	-9	-7	-3	-7	-4	12	-3	-1.6	-3	-6	-2
CCOC(=O)c1cnn(-c2nc3c(C)cccc3s2)c1C(F)(F)F	4	8	6	-3	4	3	19	-0.1	2	0	-2
COc1ccc(C(=O)Nc2cccc(NC(C)=O)c2)cc1OC	-15	4	-1	9	3	-15	5	-0.9	-7	10	-6
OCCC1CN(Cc2ccc3cc(Cl)ccc3n2)CCN1Cc1ccsc1 (configuration not stated)	-8	0	8	4	4	-6	6	-0.2	-12	-11	2
O=C(CNC(=O)c1ccc(Br)o1)NC12CC3CC(CC(C3)C1)C2	-28	-15	2	8	-13	-6	-5	-0.6	-14	1	1
CCOc1cccc2cc(C(=O)Nc3nccs3)c(=O)oc12	5	-14	10	4	6	-2	-16	0.0	7	-5	-4
CN(C)CCCOC(=O)CCc1ccccc1	4	21	-3	-6	-12	-3	3	1.4	-12	-7	-6
CCCNC(=O)C1(C)CCCN(C(=O)c2ccc3c(c2)CCO3)C1 (configuration not stated)	-33	28	1	1	nt	nt	-14	-1.6	-1	1	-9
COc1ccccc1N1CCN(CC(O)c2ccc3cc[nH]c3c2)CC1 (configuration not stated)	2	-16	-2	-1	3	7	1	0.3	-14	2	-7
CCN(CC)CCNC(=S)Nc1ccc2nc(N3CCOCC3)cc(C)c2c1	-19	-10	13	-15	10	-1	-25	1.4	2	-16	4
C=CCn1c(SCC(=O)NC2CCCCC2)nnc1-c1ccccn1	8	-16	6	4	-1	8	15	-2.8	26	-4	-5
Cc1ccc(C)c(NC(=S)N2CCN(Cc3ccccc3)CC2)c1	-4	-7	9	10	4	-3	9	3.5	14	4	-11
COc1cc(CCC(=O)N2CCN(c3cccc(C)c3C)CC2)cc(OC)c1OC	-20	6	10	2	-2	12	-16	-1.1	24	-2	-1
Cc1ccc2nc(SCC(=O)Nc3ccccc3F)nc(=O)n2c1	-7	-1	-2	0	-10	1	-13	-1.3	11	-9	-3
Cc1[nH]c(C)c(S(=O)(=O)Nc2ccc(F)cc2Cl)c1C(=O)N1CCCC1	-3	-18	14	4	-6	2	-34	-1.4	3	-13	-3

Screening results from PubChem BioAssay.
